PI4K2A inh: blocks human PI4K2A kinase activity; Q9BTU6; purified PI4K2A, ADP-Glo luminescence, 1 h; stronger effect = lower value; activity change, negative = inhibition, % at 76.9 µM; actives 0.13% (n = 420,000); AID 1346378; in the data active = activity change below about -50%; inconclusive = mostly about -30% to -49%;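 also: -100% = wells without enzyme as full effect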
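PI4K2A activity was measured by ADP-Glo luminescence: enzyme (4 ug/mL stock) and phosphatidylinositol (1.2 mM stock) in Tris pH 7.5/MgCl2/EGTA/Triton X-100 buffer were reacted with ATP (300 microM stock) for one hour at ambient temperature.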
Tb PGK inh: inhibitors of T. brucei phosphoglycerate kinase; P07378; Potency, µM (doses to about 57.5 µM), for the others: at the highest dose activity change, negative = inhibition, usual class: inhibitors; actives 0.043% (n = 380,000); PGK/GAPDH coupled, Kinase-Glo luminescence, 60 min; also: potency is read from the fitted curve at half-maximal effect; % is scaled to controls: 0 for no effect and ±100 for the full control effect; nearly all actives have a fitted effect of over 60% in size
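Recombinant glycosomal PGK reaction used 1,3-bisphosphoglycerate generated in-well by GAPDH (100nM final) in 100mM TEA pH 7.6, 5mM MgCl2, 0.01% Tween-20. After 60 minutes at room temperature, ATP was read by Kinase-Glo Plus luminescence end-point.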
HP1b binding inh: HP1-beta chromodomain-methylated histone interaction inhibition; actives 0.56% (n = 390,000); AlphaScreen HP1-beta / biotin-H3K9me3 peptide binding; Potency, µM (top dose mostly 114 µM), for inactives: top-dose activity change, negative = inhibition, usual class: inhibitors; AID 540317; P83916; also: potency is read from the fitted curve at half-maximal effect; nearly all actives have a fitted effect of over 70% in size; inactives centre near 23
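HP1-beta protein (50 nM final) preincubated 30 min at room temperature with biotinylated H3(1-18)K9me3 peptide (50 nM) in PBS pH 7.4, 0.01% Tween-20, then compound added for 30 min. AlphaScreen streptavidin donor/nickel chelate acceptor beads (10 ug/mL final), 30 min dark, luminescence read.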
TrxR1 inh: rat TrxR1 inhibition | O89049 | recombinant rTrxR1, NADPH fluorescence consumption, selenite substrate | Potency, µM (series often up to 114 µM), inactives show top-dose activity change, negative = inhibition, most hits filed as inhibitors | actives 1% (n = 390,000); also: potency is read from the fitted curve at half-maximal effect; % is scaled to controls: 0 for no effect and ±100 for the full control effect; nearly all actives have a fitted effect of over 65% in size
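Rat TrxR1 (90 nM in the dispensed reagent) was pre-reduced with 400 uM NADPH for 5 min at room temperature, then incubated with compound for 15 min. After 400 uM selenite was added, NADPH fluorescence (Ex 340/Em 450 nm) was followed for 8 min.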
TrxR1 substrate: is turned over as a substrate by rat TrxR1; Potency, µM (top dose mostly 114 µM), inactives show top-dose activity change, negative = substrate turnover; actives 0.01% (n = 390,000); purified TrxR1 substrate turnover, NADPH consumption readout; AID 588456; O89049; also: potency is read from the fitted curve at half-maximal effect; % is scaled to controls: 0 for no effect and ±100 for the full control effect; nearly all actives have a fitted effect of over 50% in size
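Rat TrxR1, dispensed at 90 nM, was prereduced with 400 uM NADPH (final) for 5 min at ~22 deg C, then incubated with compound 15 min before 400 uM selenite. A first-read NADPH fluorescence drop versus no-compound background flagged substrates.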
Pin1 inh: blocks the human prolyl isomerase Pin1; Q13526; Pin1 FP peptide displacement, HiFluor488, 10 min; Potency, µM (titrated, usually from 115 µM), without a hit: top-dose activity, negative = inhibition, actives largely listed as inhibitors; actives 0.009% (n = 390,000); AID 504891; active = well fitted inhibition curve with a large enough effect in the polarisation, with a control signal flat, not every such curve was filed as active; inconclusive = small, poorly fitted or top-dose-only effect, or effect the other way, or a change in a side signal; inactive = no such curve, though single readings can be large or run the other way; the % refers to the polarisation; also: potency is read from the fitted curve at half-maximal effect; % is scaled to controls: 0 for no effect and ±100 for the full control effect
Target sequence (Q13526 whole entry, looked up): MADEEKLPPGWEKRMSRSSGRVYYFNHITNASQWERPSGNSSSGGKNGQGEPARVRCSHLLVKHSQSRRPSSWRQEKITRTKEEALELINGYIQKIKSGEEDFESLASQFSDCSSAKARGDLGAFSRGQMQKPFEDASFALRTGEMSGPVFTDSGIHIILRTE
IDH1 R132H inh: blocks human mutant IDH1 R132H enzyme; O75874; IDH1-R132H enzyme, NADPH consumption, diaphorase/resazurin fluorescence; Potency, µM (doses to about 76.6 µM), inactives show at the highest dose activity change, negative = inhibition, hits mostly inhibitors; actives 0.093% (n = 390,000); AID 602179; also: potency is read from the fitted curve at half-maximal effect; % is scaled to controls: 0 for no effect and ±100 for the full control effect; nearly all actives have a fitted effect of over 65% in size
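IDH1-R132H (0.5 ug/mL) preincubated 30 min with compound, then NADPH (0.016 mM) and alpha-KG (2 mM) added; 80 min at RT, pH 7.5. Remaining NADPH coupled via diaphorase/resazurin to fluorescence (540/590 nm); concentration-response curves normalized to no-enzyme control.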
GLS inhibitor: inhibitors of human glutaminase (GLS); actives 0.21% (n = 410,000); Potency, µM (doses to about 45.5 µM), without a hit: at the highest dose activity change, negative = inhibition, most hits filed as inhibitors; GLS enzymatic activity, qHTS titration; O94925; also: potency is read from the fitted curve at half-maximal effect; % is scaled to controls: 0 for no effect and ±100 for the full control effect
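Read-out is an Amplex red fluorescence increase coupled through glutamate oxidase and HRP, measured before and after 30 min room-temperature incubation. hKGA is in 45 mM KH2PO4 (pH 8.2) with 0.02% Tween-20; glutamine added as 1mM solution.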
USP1-UAF1 inh: blocks the human USP1/UAF1 deubiquitinase complex; O94782; actives 0.23% (n = 390,000); Potency, µM (highest dose often 57.1 µM), for the others: at the top dose activity change, negative = inhibition, most hits filed as inhibitors; recombinant USP1/UAF1, Ub-Rhodamine cleavage fluorescence; also: potency is read from the fitted curve at half-maximal effect; % is scaled to controls: 0 for no effect and ±100 for the full control effect; nearly all actives have a fitted effect of over 60% in size; inactives centre near -12
Target sequence (O94782 whole entry, looked up): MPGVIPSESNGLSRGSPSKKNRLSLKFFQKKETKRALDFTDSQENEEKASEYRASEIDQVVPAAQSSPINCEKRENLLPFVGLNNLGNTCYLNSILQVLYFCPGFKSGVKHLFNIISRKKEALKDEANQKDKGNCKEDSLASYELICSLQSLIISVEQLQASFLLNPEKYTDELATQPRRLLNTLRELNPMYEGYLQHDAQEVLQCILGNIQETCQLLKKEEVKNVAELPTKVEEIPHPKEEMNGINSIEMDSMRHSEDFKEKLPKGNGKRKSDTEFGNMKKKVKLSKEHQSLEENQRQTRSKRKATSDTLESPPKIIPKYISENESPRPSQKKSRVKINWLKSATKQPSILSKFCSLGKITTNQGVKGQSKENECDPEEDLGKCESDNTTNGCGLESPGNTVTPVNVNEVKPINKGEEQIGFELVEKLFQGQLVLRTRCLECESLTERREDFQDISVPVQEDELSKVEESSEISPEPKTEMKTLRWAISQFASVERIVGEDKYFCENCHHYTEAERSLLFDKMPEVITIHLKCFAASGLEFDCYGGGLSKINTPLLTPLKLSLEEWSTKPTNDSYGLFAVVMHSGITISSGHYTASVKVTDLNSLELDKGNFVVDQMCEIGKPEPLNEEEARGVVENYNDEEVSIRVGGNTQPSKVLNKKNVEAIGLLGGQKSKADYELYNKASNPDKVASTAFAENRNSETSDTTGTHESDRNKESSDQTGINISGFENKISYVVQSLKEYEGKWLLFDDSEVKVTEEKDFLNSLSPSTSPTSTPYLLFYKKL
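Step one: compound is pinned into 1nM USP1/UAF1 in HEPES pH 7.8 buffer with TCEP. Step two: 15 min room-temperature incubation. Step three: Ub-Rho (150nM final) starts cleavage, tracked by fluorescence over six one-minute reads.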
The depositor's hits bear a star; i = inactive; ? = inconclusive; / = no result given; [ ] = remark or other dose. Unless noted, calls follow the shape of the dose curve; as a rule, active = well fitted curve in the direction sought with a large enough effect; inconclusive = small, poorly fitted or top-dose-only effect, or another doubt; inactive = no such curve, though single readings can be large; an effect the other way counts as inactive or inconclusive. These rows are one share of the data; the hit share may differ from the screen's.

SMILES | PI4K2A inh | Tb PGK inh | HP1b binding inh | TrxR1 inh | TrxR1 substrate | Pin1 inh | IDH1 R132H inh | GLS inhibitor | USP1-UAF1 inh
Cc1cc(=O)c2c(C)nn(-c3ccccc3)c2[nH]1 | -3.7 | i | 18.3% | 13.1%[57.1 µM] | 8.1%[57.1 µM] | -3.4% | 0.3% | 0.4% | -1.5%
COc1ccc(NC(=O)CSCC(=O)Nc2ccc(S(=O)(=O)N3CCCCC3)cc2)cc1 | -2.1 | 4.0% | 14.9% | 10.4% | -0.4% | -6.4% | -6.2% | 10.4% | 4.7%
Cc1cc(C)c(Cn2c3ccccc3c3cnn(CC(=O)N4CCCCC4)c(=O)c32)c(C)c1 | -3.1 | i | 3.8% | -16.6% | -9.4% | -0.2% | -0.2% | -8.6% | 7.1%
Cn1nnnc1SCC(=O)NC1CCCCC1 | -4.4 | -8.8% | 9.4% | -16.4% | -12.7% | -14.3% | -0.4% | 12.4% | -9.2%
COCC(=O)N(C)CC1CCCN(CCc2ccccc2OC)C1 (centres undefined) | -4.6 | -9.9% | 13.6% | 0.9%[57.1 µM] | 8.5%[57.1 µM] | 0.7% | 4.2% | 1.0% | -8.0%
Cn1c(=O)c(N)c2c3c(c(Br)ccc31)C(=O)c1ccccc1-2 | -2.0 | 6.9% | 11.8%[57 µM] | -4.8% | -7.1% | ? | -9.7% | -13.5% | 243.7%[activator]
CCOC(=O)c1ccc(NC(=O)c2cnn3c(=O)c4c(n(CC)c23)CCN(Cc2ccc(OC)cc2)C4)cc1 | -7.7 | -7.5% | 4.8%[57 µM] | 25.8%[57.1 µM] | 8.7%[57.1 µM] | 45.1%[activator] | 20.2% | 1.2% | -16.9%
Cc1cccc(NC(=O)COc2ccc3oc4c(c3c2)CCCC4)n1 | 5.2 | i | 9.9% | 26.1% | 9.9%[57.1 µM] | 1.0% | 0.0% | 2.7% | -4.1%
O=C(CCl)Nc1cn(-c2ccccc2)nc1-c1ccc(F)cc1 | 9.6 | i | 32.7% | ? | 3.6%[57.1 µM] | 13.7% | 6.4% | 0.6% | -0.1%
COc1cccc(CNC(=O)CCS(=O)(=O)c2ccccc2Cl)c1 | 0.6 | 6.1% | 46.3%[activator] | 3.8% | -8.1% | 1.4% | -7.4% | -0.3% | -19.5%
O=C(CN1CCN(S(=O)(=O)c2ccc(Cl)cc2)CC1)Nc1ccc(F)cc1F | 0.9 | -9.6% | -3.7% | 4.6%[57.1 µM] | -9.3%[57.1 µM] | -1.7% | -0.6% | -4.8% | -15.5%
O=C(Nc1nc2n(n1)C(c1ccccc1)C=C(c1ccccc1)N2)c1ccco1 (centres undefined) | -0.5 | -4.9% | 15.1% | -15.3% | 1.3% | -2.5% | 3.3% | 8.6% | -20.6%
CCN(CC)C(=O)N1CCC(NC(=O)c2ccc(C(C)(C)C)cc2)CC1 | -1.0 | -0.6% | 10.4% | 17.0%[57.1 µM] | 0.4%[57.1 µM] | -3.8% | 8.0% | 15.2% | 0.9%
CCCOC1(NC(=O)c2ccccc2)C(C)=CC(=O)C=C1C | 3.0 | -8.1% | ? | ? | -6.8% | 1.5% | 5.5% | -12.8% | -11.2%
Cn1ccnc1C(=O)c1cccc(Br)c1 | -1.6 | -6.4% | 26.5% | 14.5% | -1.7% | -0.5% | 11.5% | 3.1% | -18.6%
CCOc1ccccc1NC(=O)COC(=O)COc1cccc2c1OC(C)(C)C2 | -2.1 | i | / | / | / | / | 2.3% | 0.3% | ?
O=C1NC[C@H](CC2CCCCC2)N(CC2CCCCC2)C1=O | 1.0 | -11.8% | 54.3%[activator] | 24.4%[57.1 µM] | 4.4%[57.1 µM] | -8.4% | 7.7% | -3.2% | -28.1%
COc1ccc(N2CC(NC(=O)C3CC3)CC2=O)cc1OC (centres undefined) | 0.1 | -7.7% | 36.7% | 2.7%[57.1 µM] | 5.4%[57.1 µM] | -10.7% | -3.4% | -11.9% | -27.9%
COC1=Nc2ccccc2/C=C\c2ccccc21 | -2.0 | 5.4% | / | / | / | / | -1.1% | -2.7% | -28.5%
COc1ccc(/C=N/OCc2nc3c4c(ncn3n2)Oc2ccc3ccccc3c2C4c2ccccc2)cc1 (centres undefined) | -1.1 | -5.3% | 3.8% | 3.8% | -3.7% | -7.6% | -7.8% | -1.2% | -11.9%
Cc1cc(C)c(C2C(C#N)=C(N)Oc3n[nH]c(C)c32)cc1CN1CCCC1 (centres undefined) | -2.2 | -8.7% | 24.1% | -2.7%[57.1 µM] | 2.5%[57.1 µM] | -0.2% | 2.9% | 26.8% | -11.0%
CCC(CC)C(=O)NCCc1cc2cc(C)c(C)cc2[nH]c1=O | 1.4 | -1.5% | 34.4% | 26.2% | 6.4% | 1.2% | -2.2% | -12.4% | -16.2%
CN(C)c1ccc(C(O)Cc2nc3ccccc3n2C)cc1 (centres undefined) | -7.2 | 4.6% | 22.7% | 14.3% | -3.2% | -5.1% | 0.6% | 27.7% | -23.4%
CCOC(=O)N1CCN(C(=O)c2ccc(Cl)c(S(=O)(=O)N3CCCC3)c2)CC1 | 1.0 | -6.0% | 7.0% | -0.7% | -4.9% | -9.7% | 2.1% | -5.0% | -3.1%
COCCn1cc(C(=O)NCCCN2CCC(C)CC2)c2c3ccccc3n(C)c2c1=O | -1.7 | i | 23.7% | 1.3% | 52.7%[activator] | 0.8% | 5.3% | -1.5% | -4.0%
CCCC/C(O)=C1\C(=O)CC(C)(C)CC1=Nc1ccc(OC)cc1 | -1.6 | -5.8% | 57.1%[activator] | 3.5%[57.1 µM] | 4.0%[57.1 µM] | 3.9% | 3.0% | 4.8% | -22.1%
O=c1[nH]c2ccsc2c(=O)n1-c1ccc(F)c(Cl)c1 | 1.3 | 3.9% | 28.6% | 3.4%[57.1 µM] | 6.1%[57.1 µM] | -6.1% | 12.0% | 6.1% | -10.7%
CCN(CC)S(=O)(=O)c1ccc(OC)c(NC(=O)c2ccc(OC)c([N+](=O)[O-])c2)c1 | 0.1 | 10.4% | 31.3% | 7.9% | 1.4% | 2.1% | 4.6% | 4.3% | -17.5%
O=C(COc1ccccc1F)NCc1nc2ccccc2[nH]1 | 1.5 | 10.5% | 29.3% | 10.8% | 3.6% | -3.1% | 3.3% | -0.5% | -2.0%
O=C(Nc1ccccc1N1CCCC1)c1cccc(S(=O)(=O)N2CCOCC2)c1 | 1.7 | -6.6% | 30.0% | 13.5%[57.1 µM] | 5.9%[57.1 µM] | -4.9% | -4.6% | 20.1% | -7.5%
CCOC(=O)CN1C(=O)C(=O)N(Cc2c(Cl)cccc2Cl)C1=O | 1.2 | -5.0% | 17.1% | 12.9% | 2.8% | -1.8% | -6.0% | -2.0% | -0.4%
Cn1c2ccc(F)cc2c2ncn(Cc3ccccn3)c(=O)c21 | -0.3 | 2.8% | 43.0% | 10.6%[57.1 µM] | 47.1%[activator][57.1 µM] | -1.6% | 6.5% | -6.9% | -14.2%
Cc1cc(S(=O)(=O)Nc2ccc(F)cc2)c(C)s1 | 6.6 | -1.7% | 40.9%[activator] | 19.1% | 3.3%[57.1 µM] | -1.7% | -1.2% | 1.6% | -3.7%
CCCCN(C)C(=O)c1nc2ccccn2c1CN(C)Cc1csc(C)n1 | 1.6 | 2.1% | 30.7% | 12.0%[57.1 µM] | -1.1%[57.1 µM] | -4.1% | 9.8% | 0.0% | -18.3%
O=c1[nH]c2c(c3c1CCCC3)CCCC2 | 2.1 | 4.6% | 19.2% | 9.6% | 2.5% | -0.3% | -3.2% | 6.9% | -3.6%
COc1ccc(CC(=O)N2CCc3cc(OC)c(OC)cc3C2)cc1 | 4.6 | 3.4% | 72.2%[activator] | 2.5% | 4.4% | -7.0% | -2.8% | 5.9% | -11.3%
COc1cc(C(=O)NCC(c2cccs2)N(C)C)cc(Cl)c1OC(C)C (centres undefined) | 2.8 | -2.8% | 16.4% | -8.1% | -8.6% | 16.0% | 5.6% | 15.8% | -5.5%
COc1ccc(-c2nc3sc(CCNC(=O)C(=O)Nc4ccccc4C#N)c(C)n3n2)cc1 | -1.1 | -1.5% | 29.4% | 4.7%[57.1 µM] | 0.3%[57.1 µM] | -2.1% | -6.0% | -13.2% | -10.4%
S=C(Nc1ccc(Nc2ccccc2)cc1)Nc1ccccn1 | 5.5 | -11.0% | ? | -24.5%[57.1 µM] | -3.0%[57.1 µM] | 1.5% | 1.2% | 2.9% | -19.9%
CCCCN1C(=O)C(=O)c2cc(Cl)ccc21 | 14.8 | -15.0% | -24.3% | 10.7% | -4.0% | 2.8% | 3.1%[38.3 µM] | 0.0% | -19.3%
CC1=N/C(=C\c2ccc([N+](=O)[O-])cc2)C(=O)N1c1ccc(Br)c(C)c1 | -4.2 | -2.5% | -5.3% | 20.5% | 7.2% | 16.1% | -3.2% | 7.1% | -10.8%

Source: PubChem
